KCNH2 WT inh: qHTS for Inhibitors of KCHN2 3.1: Wildtype qHTS. Voltage-gated inwardly rectifying potassium channel KCNH2 (Homo sapiens), Q12809. U2OS, BacMam KCNH2, thallium flux FluxOr; active compounds read low. hit rate 0.37% among 340,000. activity change, % at 1.84 µM;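 active means maximum activity change below -70%; inconclusive means maximum activity change between -70% and -50%; inactive means maximum activity change above -50%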; further: on the % scale 0 is the no-effect control and ±100 the full control effect
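U2OS cells transduced with wild-type KCNH2 virus are loaded with FluxOr dye for 45 min, and thallium flux is measured in kinetic reads before and after stimulation buffer. Rate constants are normalized to DMSO controls.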
Coupling enz: qHTS Assay for Inhibitors of Fructose-1,6-bisphosphate Aldolase from Giardia Lamblia: Coupling assay counterscreen; coupling enzyme system counterscreen, AmpLite Red fluorescence; activity change, negative = inhibition, % at 58.2 µM, hits read low; hit rate 0.67% among 290,000; in the data active means activity change below about -30%; further: on the % scale 0 is the no-effect control and ±100 the full control effect
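First, compound is pin-transferred into glyceraldehyde-3-phosphate coupling-enzyme reagent at 57.5 uM final and held 10 min at RT. Next, substrate, coupling system and AmpLite Red are added. After 20 min RT, fluorescence (525/598 nm) is read.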
MBNL1-CUG inh: qHTS Assay for Inhibitors of MBNL1-poly(CUG) RNA binding. Muscleblind-like protein 1 (Homo sapiens), Q9NR56. TR-FRET MBNL1-His/biotin-(CUG)12 binding, 665/545 ratio. Potency, µM (series often up to 57.5 µM), inactives show at the top dose activity change, negative = inhibition, hits mostly inhibitors. hit rate 0.036% among 280,000; active means well fitted inhibition curve with a large enough effect in the signal ratio, with a control signal flat, not every such curve was filed as active; inconclusive means small, poorly fitted or top-dose-only effect, or effect the other way, or a change in a side signal; inactive means no such curve, though single readings can be large or run the other way; the % refers to the signal ratio; further: potency means the concentration at half of the fitted maximal effect; on the % scale 0 is the no-effect control and ±100 the full control effect
Target sequence (Q9NR56 whole entry, looked up): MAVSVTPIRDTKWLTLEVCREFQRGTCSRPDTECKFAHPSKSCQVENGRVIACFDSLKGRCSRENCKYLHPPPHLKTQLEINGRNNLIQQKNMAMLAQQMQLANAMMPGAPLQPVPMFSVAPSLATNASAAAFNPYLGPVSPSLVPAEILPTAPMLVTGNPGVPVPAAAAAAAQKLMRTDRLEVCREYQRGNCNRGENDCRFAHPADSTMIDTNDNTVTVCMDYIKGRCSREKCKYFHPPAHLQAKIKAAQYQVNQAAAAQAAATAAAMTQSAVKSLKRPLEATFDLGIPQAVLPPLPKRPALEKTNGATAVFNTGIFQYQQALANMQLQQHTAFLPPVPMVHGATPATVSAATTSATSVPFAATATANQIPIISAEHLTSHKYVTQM
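Inhibition of protein-RNA binding appears as loss of TR-FRET between terbium anti-His antibody on MBNL1-His and streptavidin-XL665 on biotin-(CUG)12. Activity is normalized to buffer-only and uninhibited-complex controls.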
ASM inhibitor: Inhibitors of Secretory Acid Sphingomyelinase (S-ASM): qHTS; Potency, µM (highest dose often 57.5 µM), inactives show top-dose activity change, negative = inhibition, usual class: inhibitors; hit rate 0.006% among 340,000; placental ASM, HMU-PC fluorogenic substrate, 60 min; Sphingomyelin phosphodiesterase (Homo sapiens), P17405; further: potency means the concentration at half of the fitted maximal effect
Target sequence (P17405 47-631 limits assumed): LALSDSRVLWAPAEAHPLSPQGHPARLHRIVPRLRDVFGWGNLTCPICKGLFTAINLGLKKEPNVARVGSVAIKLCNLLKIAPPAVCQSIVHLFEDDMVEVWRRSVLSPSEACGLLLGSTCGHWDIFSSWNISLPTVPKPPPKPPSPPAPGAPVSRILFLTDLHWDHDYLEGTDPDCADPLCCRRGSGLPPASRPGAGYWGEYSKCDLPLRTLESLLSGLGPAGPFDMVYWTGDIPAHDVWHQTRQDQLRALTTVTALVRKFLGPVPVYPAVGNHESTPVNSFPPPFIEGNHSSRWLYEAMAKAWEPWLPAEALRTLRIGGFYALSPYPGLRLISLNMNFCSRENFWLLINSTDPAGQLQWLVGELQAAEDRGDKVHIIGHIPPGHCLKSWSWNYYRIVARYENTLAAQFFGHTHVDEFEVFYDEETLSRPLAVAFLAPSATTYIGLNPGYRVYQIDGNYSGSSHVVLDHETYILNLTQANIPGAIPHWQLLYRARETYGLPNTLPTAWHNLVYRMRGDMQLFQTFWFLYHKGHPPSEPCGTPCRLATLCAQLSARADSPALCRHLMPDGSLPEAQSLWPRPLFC
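Fluorogenic HMU-PC substrate (9 uM final) is turned over by placental ASM in 60 min at 37 C after a 10 min compound preincubation. Reaction ended by alkaline stop (pH 10), with fluorescence read at 386/447 nm.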
A-T KAP1 phos: qHTS Assay for Identifying a Potential Treatment of Ataxia-Telangiectasia; hit rate 0.19% among 320,000; […] A-T fibroblasts, KAP-1 phosphorylation AlphaLISA; neocarzinostatin DNA damage 30 min before lysis; Potency, µM (doses to about 57.5 µM), for the others: top-dose activation, usual class: activators; further: potency means the concentration at half of the fitted maximal effect; % of control where 0% means no effect; nearly all actives have a fitted effect of over 45% in size
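ATM-like activity read as KAP-1 phosphorylation via AlphaLISA donor/acceptor antibody pairs after lysis and 6 hr at 25C. Cells were ATM-null patient fibroblasts ([…], hTERT), dosed 60 min, then exposed to the DSB inducer NCS for 30 min.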
CXXC DNA block: qHTS Fluorescence Polarization Assay for Inhibitors of MLL CXXC domain - DNA interaction | AID 2662, 2010 | hit rate 0.037% among 290,000 | MLL-CXXC / FITC-HOXA9 DNA fluorescence polarization | Potency, µM (highest dose often 115 µM), inactives show at the top dose activity change, negative = inhibition, hits mostly inhibitors; active means well fitted inhibition curve with a large enough effect in the polarisation, with a control signal flat, not every such curve was filed as active; inconclusive means small, poorly fitted or top-dose-only effect, or effect the other way, or a change in a side signal; inactive means no such curve, though single readings can be large or run the other way; the % refers to the polarisation; further: potency means the concentration at half of the fitted maximal effect
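Steps: dispense CXXC domain solution (7 uM) → pin compounds or unlabeled HOX-A9 DNA control → 5 min ambient → add FLSN-HOX-A9 solution (50 nM) → spin → 30 min ambient → fluorescence polarization. Tris pH 7.5/NaCl/DTT/BSA buffer.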
Integrin act MD: qHTS for Activators of Integrin-Mediated Alleviation for Muscular Dystrophy | alpha7betagal myoblasts, beta-gal FDG fluorescence, 48 h | Potency, µM (titrated, usually from 38.3 µM), without a hit: at the highest dose activation, most hits filed as activators | hit rate 0.064% among 350,000 | AID 624291, 2012;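 further: potency means the concentration at half of the fitted maximal effect; 100% = response of the positive control SU9516; nearly all actives have a fitted effect of over 60% in size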
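alpha7betagal+/- myoblasts (passage 13, 250/well) treated 48 h at 37C with compounds at 1:260 dilution of DMSO stock. Lysed, then beta-galactosidase activity read as FDG fluorescence (ex 480/em 540) after 30 min, with pre-read for autofluorescence.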
KCNH2 3.1 block: qHTS for Inhibitors of KCHN2 3.1: Mutant qHTS; U2OS KCNH2 3.1, thallium flux FluxOr; active compounds read low; activity change, % (tested at about 1.8 µM); hit rate 0.95% among 340,000;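 active means maximum activity change below -70%; inconclusive means maximum activity change from -70% to -50%; inactive means maximum activity change above -50%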;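 further: thallium influx rate constant from kinetic fluorescence after stimulation buffer; on the % scale 0 is the no-effect control and ±100 the full control effect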
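Kinetic fluorescence (2 min after stimulation buffer) measures Tl+ influx through KCNH2 3.1 expressed by viral transduction in U2OS cells; the rate constant is normalized against DMSO controls serving as positive and negative references.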
GALK inhibitor: qHTS Assay for Inhibitors of Human Galactokinase (GALK); P51570; Purified GALK, Kinase-Glo residual ATP luminescence; Potency, µM (titrated, usually from 57.5 µM), for inactives: top-dose activity change, negative = inhibition, most hits filed as inhibitors; hit rate 0.007% among 270,000; AID 1868, 2009; further: potency means the concentration at half of the fitted maximal effect; on the % scale 0 is the no-effect control and ±100 the full control effect
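Kinase-Glo Plus luminescence measured ATP left after a 1 h room-temperature reaction. The reaction used 5 nM GALK, 100 uM galactose and 35 uM ATP at pH 8.0 (20 mM HEPES, 5 mM MgCl2, 60 mM NaCl, 1 mM DTT, 0.01% BSA).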
TRPV1 agonist: HTS Assay for Compounds that Act as Agonists of the Vanilloid Receptor 1. TRPV1-expressing cells, Fluo-8 calcium influx, agonist mode. activation, % at 8.33 µM. hit rate 0.19% among 320,000; in the data active means activation above about 80%; inconclusive means between about 30% and that limit; further: 0% is about no effect
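Cells expressing TRPV1 were dye-loaded with Fluo-8 and read kinetically: 10 s baseline, 3 min after compound (agonist portion), then 2 min after EC20 capsaicin (allosteric enhancer portion). Calcium-bound dye fluorescence at 480/520 nm.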
An asterisk follows results filed as active; ? = inconclusive; · = not tested or not shown; [ ] = remark or other dose. Unless noted, the call rests on the fitted dose curve; in most records, active means well fitted curve in the direction sought with a large enough effect; inconclusive means small, poorly fitted or top-dose-only effect, or another doubt; inactive means no such curve, though single readings can be large; an effect the other way counts as inactive or inconclusive. No enrichment for hits; overall some 2% were active at least once.

SMILES	KCNH2 WT inh	Coupling enz	MBNL1-CUG inh	ASM inhibitor	A-T KAP1 phos	CXXC DNA block	Integrin act MD	KCNH2 3.1 block	GALK inhibitor	TRPV1 agonist
CCOC(=O)c1nnn(-c2nonc2-n2cccc2)c1CCl	5	1	-5%	12%	·	-4%	-44%	6	-1%	4
CC(NS(=O)(=O)c1cccc(C(=O)NCc2ccncc2)c1)c1ccccc1 (stereo not given)	11	·	·	-1%	-5%	·	25%	21	·	-3
COc1cc(Br)c(-c2sc(Nc3ccccc3)n[n+]2-c2ccccc2)cc1OC	-9	1	9%	-4%	-5%	8%	-11%	-6	·	0
Cc1nc(CS(=O)c2ccc(Cl)cc2)cc(N2CCOCC2)n1 (stereo not given)	2	1	-1%	6%	1%	3%	-17%	7	3%	2
COc1cccc(CNC(=O)CCNS(=O)(=O)c2ccc(Br)s2)c1	1	-1	4%	-2%	-1%	10%	-16%	-17	-1%	11
O=C(N/C(=C\c1ccc([N+](=O)[O-])cc1)C(=O)N1CCCCC1)c1ccccc1Br	32	1	30%[11.5 µM]	-4%	-1%	0%	-22%	-19	·	8
CCOC(=O)c1c(NC(=O)CSc2nnc(-c3c[nH]c4ccccc34)n2CCOC)sc2c1CCCCC2	11	0	13%	-8%	-10%	5%	-61%[inhibitor]	-15	·	0
O=C(CSc1nc2ccc([N+](=O)[O-])cc2[nH]1)c1ccc(Cl)cc1	15	-11	·	-3%	3%	2%	22%	-15	0%	11
Cc1cccc(C)c1NC(=O)NN(C(=O)c1ccccc1)C(C)(C)C	7	4	-8%	1%	2%	2%	35%	3	0%	-4
O=C(c1ccc(-n2cccn2)cc1)N1CCN(c2ncccc2C(F)(F)F)CC1	6	·	3%	-1%	1%	15%	-29%	·	4%	-1
COc1ccc(CN2C(=O)c3cccnc3C2=O)cc1S(=O)(=O)N(C)Cc1ccco1	2	0	?	3%	-2%	-3%	34%	10	0%	-5
CCn1c(C)cc(/C=C2/SC(=O)N(C(C)C(=O)OC)C2=O)c1C (stereo not given)	-6	-3	9%	18%	-11%	18%	-10%	-2	0%	21
CCCCSc1nnc(CSc2nc3nc(C)cc(C)n3n2)o1	8	0	7%	-1%	-13%	-6%	24%	5	2%	-1
Cc1ccc(-n2ncc3c(=O)[nH]c(SC(C)C)nc32)cc1	-5	-1	-6%	-8%	7%	9%	-5%	1	-1%	2
CC/C(C)=N/Nc1cccc([N+](=O)[O-])c1	-8	5	?	-6%	7%	-4%	-18%	-93*	-2%	4
CN(C(=O)CSc1ncccc1C(=O)O)c1ccccc1	-6	7	-4%	2%	5%	5%	14%	18	-1%	-2
COC(=O)C1NN=C(C(=O)c2ccc(Cl)cc2)C1c1ccc(OC)cc1 (stereo not given)	5	2	7%	·	8%	2%	-9%	-7	·	0
CN(C(=O)Cn1nc(C(=O)O)c2ccccc2c1=O)c1ccccc1	5	1	12%	-12%	0%	-6%	9%	-3	0%	-2
Cc1ccccc1C(=O)NC1CCN(CC(=O)NCc2cccs2)CC1	-29	-3	-5%	3%	0%	9%	11%	0	1%	0
O=C(c1ccco1)N1CCN(C(c2ccc(Cl)cc2)c2nnnn2CC2CCCO2)CC1 (stereo not given)	-1	0	5%	2%	-4%	5%	10%	-1	-1%	-2
O=C(Nc1ccccc1F)C1CCCN(S(=O)(=O)c2ccc(-n3cnnn3)cc2)C1 (stereo not given)	13	2	-5%	-2%	9%	20%	-8%	4	-1%	-7
O=C1NN(c2ccccc2)C(=O)/C1=C/c1coc2ccccc2c1=O	17	6	-14%	7%	-12%	-3%	-24%	8	-3%	-2
O=c1c2ccccc2sc2ccc(NCCCN3CCOCC3)cc12	3	·	·	-11%	·	·	-19%	24	·	·
O=C(O)CCCN=CC1=C(O)CNC1=O	-2	1	-14%	-1%	-1%	-7%	2%	30	0%	-2
Cc1ccc(C)c(N2CCN(CCCNC(=O)Cn3cc4c(n3)CCCCC4)CC2)c1	20	1	6%	-1%	-20%	12%	-43%	-7	-1%	26
O=C(O)[C@@H]1Cc2ccccc2N1	-5	-9	-9%	3%	6%	1%	20%	17	·	2
CC1=CC2=NC(=O)/C(=C\c3cccn3CCOc3ccccc3)C(=N)N2O1	0	1	?	-8%	-8%	-6%	-26%	6	3%	?
O=C(O)c1ccc(-c2ccc(OS(=O)(=O)c3ccccc3F)cc2)cc1	-5	12	-3%	0%	3%	4%	-13%	6	1%	-2
COc1ccc(C(CNC(=O)c2oc3ccccc3c2C)N2CCCC2)cc1 (stereo not given)	13	·	·	0%	1%	·	-35%	14	·	4
C=C1CCC(N(O)c2cc(C)on2)C(=C)CCC2C1CC2(C)C (stereo not given)	-20	·	·	-10%	3%	·	0%	7	·	13

Two neighbouring records from above, for reference:
SMILES	KCNH2 WT inh	Coupling enz	MBNL1-CUG inh	ASM inhibitor	A-T KAP1 phos	CXXC DNA block	Integrin act MD	KCNH2 3.1 block	GALK inhibitor	TRPV1 agonist
O=C(Nc1ccccc1F)C1CCCN(S(=O)(=O)c2ccc(-n3cnnn3)cc2)C1 (stereo not given)	13	2	-5%	-2%	9%	20%	-8%	4	-1%	-7
O=C1NN(c2ccccc2)C(=O)/C1=C/c1coc2ccccc2c1=O	17	6	-14%	7%	-12%	-3%	-24%	8	-3%	-2

New compounds follow
SMILES	KCNH2 WT inh	Coupling enz	MBNL1-CUG inh	ASM inhibitor	A-T KAP1 phos	CXXC DNA block	Integrin act MD	KCNH2 3.1 block	GALK inhibitor	TRPV1 agonist
CC(C)NC(=O)NS(=O)(=O)c1cnccc1NC1CC2CCC1C2 (stereo not given)	1	10	?	-1%	·	9%	10%	-4	0%	4
Cc1cc(N2CCCC2)nc(N2C3CCC2CC(O)(c2ccc(F)cc2)C3)n1 (stereo not given)	·	3	-12%	·	-1%[11.5 µM]	-3%	·	·	4%	5
COc1ccc(C(=O)c2cc(C(C)=O)c(Nc3ccccc3)s2)cc1	-7	2	·	127%[activator]	-2%	-9%	-3%	?	1%	0
CCOc1ccc(S(=O)(=O)NCCC(=O)N2CCN(Cc3ccccc3)CC2)cc1	-12	·	·	1%	-4%	·	-13%	8	·	-3
O=S(=O)(NCc1ccco1)c1cccc(S(=O)(=O)N2CCCCC2)c1	0	-1	12%	3%	2%	-3%	-13%	-2	-2%	-1
COc1ccc(-c2[nH]ncc2CNCCCSC)cc1F	7	0	?	9%	-2%	-14%	28%	-5	-1%	-1
CCOC(=O)C1=C(COC(=O)C2(C)CC2(Cl)Cl)NC(=O)NC1c1ccccc1 (stereo not given)	-11	0	5%	3%	-1%	0%	5%	9	1%	21
COc1ccc(CCN2CNc3c(c(=O)n(C)c(=O)n3C)C2)cc1	3	0	-7%	3%	0%	-4%	2%	5	-1%	-2
CC(C)C(OC(=O)c1cc2occc2n1C)C(=O)NCc1ccc2c(c1)OCO2 (stereo not given)	-20	0	3%	-1%	20%	3%	3%	5	3%	2
Cc1ccc(Nc2nc(N)nc(CN3CCN(Cc4ccc5c(c4)OCO5)CC3)n2)cc1	-44	0	-8%	3%	2%	1%	-19%	-80*	3%	-1
O=C(Nc1cccc(Cl)c1)c1cc(S(=O)(=O)N2CCOCC2)cs1	3	·	0%	-2%	8%	21%	0%	-15	-3%	?
CCOc1ccc(CCNC(=O)COC(=O)c2c(OC)cccc2OC)cc1OCC	7	·	·	-4%	0%	·	-18%	0	·	-3
CC1(C)CC(N2CCN(CCO)CC2)=CC(=S)N1	0	1	?	3%	-3%	1%	-13%	18	5%	4
